TGFb inhibitor = qHTS for Inhibitors of TGF-b; 410,000 compounds, 1.2% hits; Potency, µM (titrated, usually from 46.1 µM), without a hit: at the top dose activity, negative = inhibition, most hits filed as inhibitors; AID 588855, 2011; HepG2 CAGA-GFP TGF-b/SMAD3 reporter, GFP fluorescence, 18 h; TGF-beta stimulated, 500 pg/mL final; note: % is set by controls: 0 for no effect and ±100 for the full control effect; nearly all actives have a fitted effect of over 65% in size
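Smad-responsive CAGA-GFP expression was quantified in HEPG2 cells exposed to compounds and 500 pg/mL final TGF-beta for 18 h at 37 degrees C; unstimulated wells defined full inhibition.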
A549 tox = Nrf2 qHTS screen for inhibitors: counterscreen for cytotoxicity. A549 ARE-Fluc cells, CellTiter-Fluor viability, 18-24 h. Potency, µM (series often up to 46 µM), for inactives: top-dose activity change, negative = cytotoxicity, actives largely listed as inhibitors. 390,000 compounds, 0.16% hits; note: % is set by controls: 0 for no effect and ±100 for the full control effect
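Cytotoxicity counterscreen: CellTiter-Fluor fluorescence was measured in A549 ARE_Fluc cells after 18-24 h of compound exposure in a concentration series. The subsequent BugLite luminescent read reports ARE-luciferase activity.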
ATXN2 expr inh = Primary qHTS for Inhibitors of ATXN expression. 360,000 compounds, 0.72% hits. AID 1745845, 2022. Potency, µM (titrated, usually from 57 µM), inactives show top-dose activity change, negative = inhibition, most hits filed as inhibitors. HEK-293 ATXN2-luciferase reporter, luminescence, 24 h; note: % is set by controls: 0 for no effect and ±100 for the full control effect; nearly all actives have a fitted effect of over 55% in size
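ATXN2-luciferase reporter cells (luciferase flanked by upstream and downstream ATXN2 gene portions) were treated 24 h at 37 °C with compounds at up to 57 uM. SteadyGlo luminescence gave expression; GF-AFC fluorescence gave viability.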
MCF10A rereplic = A quantitative high throughput screen for small molecules that induce DNA re-replication in MCF 10a normal breast cells; Potency, µM (top dose mostly 46.1 µM), without a hit: at the top dose activity, positive = re-replication, most hits filed as activators; MCF 10A DNA re-replication, Hoechst nuclear intensity, 48 h; AID 624296, 2012; 350,000 compounds, 2.9% hits; note: % of control where 0% means no effect; nearly all actives have a fitted effect of over 50% in size
EPAC2 antagonist = qHTS for Antagonist of cAMP-regulated guanine nucleotide exchange factor 2 (EPAC2): primary screen | Rap guanine nucleotide exchange factor 4 (Homo sapiens), Q8WZA2 | EPAC2 GEF exchange of Rap1B-BODIPY-GDP, fluorescence | Potency, µM (titrated, usually from 114 µM), inactives show at the highest dose activity, negative = inhibition, usual class: inhibitors | 360,000 compounds, 0.18% hits | AID 720708, 2013; note: % is set by controls: 0 for no effect and ±100 for the full control effect; nearly all actives have a fitted effect of over 45% in size; many of its hits are not listed in these tables
Target sequence (Q8WZA2 whole entry, looked up): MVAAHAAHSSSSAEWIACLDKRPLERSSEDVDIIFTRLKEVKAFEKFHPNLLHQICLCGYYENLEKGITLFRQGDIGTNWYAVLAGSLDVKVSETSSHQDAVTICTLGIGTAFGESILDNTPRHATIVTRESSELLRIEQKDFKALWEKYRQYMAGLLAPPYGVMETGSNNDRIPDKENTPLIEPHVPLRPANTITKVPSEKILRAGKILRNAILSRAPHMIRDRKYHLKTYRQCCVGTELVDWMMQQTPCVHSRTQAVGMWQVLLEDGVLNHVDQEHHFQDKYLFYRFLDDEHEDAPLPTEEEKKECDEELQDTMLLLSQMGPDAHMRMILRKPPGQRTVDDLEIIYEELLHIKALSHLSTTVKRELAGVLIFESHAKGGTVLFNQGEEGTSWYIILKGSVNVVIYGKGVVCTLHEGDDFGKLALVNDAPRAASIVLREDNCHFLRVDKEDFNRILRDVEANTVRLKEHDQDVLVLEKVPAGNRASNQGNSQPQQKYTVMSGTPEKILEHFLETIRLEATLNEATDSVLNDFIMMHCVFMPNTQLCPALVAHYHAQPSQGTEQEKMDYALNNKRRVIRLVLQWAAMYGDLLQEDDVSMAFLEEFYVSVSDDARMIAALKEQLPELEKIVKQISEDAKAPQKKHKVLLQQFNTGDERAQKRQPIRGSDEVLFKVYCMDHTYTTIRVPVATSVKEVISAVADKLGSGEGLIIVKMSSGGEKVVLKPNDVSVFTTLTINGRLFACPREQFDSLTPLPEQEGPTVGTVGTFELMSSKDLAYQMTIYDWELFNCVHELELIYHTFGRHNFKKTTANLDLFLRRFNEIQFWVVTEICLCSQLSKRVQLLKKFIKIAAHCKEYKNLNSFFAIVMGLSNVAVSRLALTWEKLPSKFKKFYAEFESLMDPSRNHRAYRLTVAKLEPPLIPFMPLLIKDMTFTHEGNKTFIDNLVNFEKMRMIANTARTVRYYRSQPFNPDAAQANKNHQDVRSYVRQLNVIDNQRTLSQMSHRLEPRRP
Nrf2 inh = Nrf2 qHTS screen for inhibitors; AID 504444, 2011; Potency, µM (top dose mostly 46 µM), inactives show top-dose activity change, negative = inhibition, usual class: inhibitors; 360,000 compounds, 2.1% hits; A549 ARE-Fluc reporter, luciferase luminescence, 18-24 h; note: % is set by controls: 0 for no effect and ±100 for the full control effect; nearly all actives have a fitted effect of over 60% in size
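A549 ARE_Fluc cells, 5000/well, 5% FBS OPTI-MEM; compounds in dose-response, 18-24 h at 37 °C/5% CO2; CellTiter-Fluor viability read (Ex 405/Em 525), then BugLite luciferase luminescence = Nrf2 activity.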
ATXN viability = Viability Counterscreen for Primary qHTS for Inhibitors of ATXN expression. S2 cells (HEK-293 line with an ATXN2-luciferase reporter) viability, CellTiter-Fluor protease fluorescence, 24 h. Potency, µM (titrated, usually from 56.7 µM), actives largely listed as cytotoxic. 400,000 compounds, 0.49% hits. AID 651635, 2014; note: nearly all actives have a fitted effect of over 40% in size
HepG2 tox = qHTS for Inhibitors of TGF-b: Cytotox Counterscreen; 410,000 compounds, 0.76% hits; AID 588856, 2011; HepG2 CAGA-GFP viability, ATP luminescence, 18 h; Potency, µM (doses to about 46.1 µM), for inactives: at the highest dose activity change, negative = cytotoxicity, hits mostly cytotoxic; note: some results filed as inactive show a strong effect at the top dose
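HepG2 CAGA-GFP cells (1000/well, DMEM with 1% FBS) received compound, then TGF-beta at 500 pg/mL final, and were incubated 18 hours at 37 degrees C. Viability was read by CellTiter-Glo luminescence. Media-only wells were set as complete cell-killing and DMSO as no toxicity.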
Nrf2 ARE act = qHTS of Nrf2 Activators; AREc32 ARE-luciferase reporter (MCF7-derived line), luminescence, 24 h; Potency, µM (series often up to 46.1 µM), for the others: at the top dose activation, hits mostly activators; 410,000 compounds, 0.31% hits; AID 624171, 2012; note: % of control where 0% means no effect; nearly all actives have a fitted effect of over 65% in size
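For detection, Steady-Glo was added and plates sat 30 min at RT; before that, AREc32_Fluc cells grown overnight in OPTI-MEM/5% FBS had been treated with 23 nL compound for 24 hr at 37 deg C.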
Active calls of the source: *; i = inactive; ? = inconclusive; . = no result given; [ ] = another dose, or the depositor's remark. Calls come from the whole dose curve; as a rule, active = well fitted curve in the direction sought with a large enough effect; inconclusive = small, poorly fitted or top-dose-only effect, or another doubt; inactive = no such curve, though single readings can be large; an effect the other way counts as inactive or inconclusive. Potency is the fitted concentration of half-maximal effect. These rows are one share of the data (hit frequency here may not be typical).

SMILES	TGFb inhibitor	A549 tox	ATXN2 expr inh	MCF10A rereplic	EPAC2 antagonist	Nrf2 inh	ATXN viability	HepG2 tox	Nrf2 ARE act
CCOC(=O)C1(C)CCN1C(=O)c1cccc2ccccc12 (stereo not drawn)	-2.9%	.	-0.8%	.	-6.2%	.	i	-4.3%	0.5%
COCCNc1ccc(-c2nc(-c3ccccn3)no2)cc1[N+](=O)[O-]	19.6%	-1.7%	27.5%	.	.	?	i	-2.0%	0.6%
CCCNC(=O)C1(C)CCN(Cc2ccc(C)c3ccccc23)C1 (stereo not drawn)	-24.6%	.	-33.7%	.	-3.7%	.	i	-30.1%	0.6%
O=C(CSc1nc2c([nH]c3ccccc32)c(=O)n1-c1ccccc1)c1ccc(Cl)cc1	-8.1%	9.3%	.	.	.	.	.	-2.2%	0.8%
Cc1cc(C)c(Cn2c3ccccc3c3cnn(CC(=O)N4CCCCCC4)c(=O)c32)c(C)c1	0.1%	10.0%	1.4%	.	.	-10.5%	i	13.4%	-0.7%
COc1ccc(CN(CC(=O)NCCc2ccccc2)C(=O)CCC(=O)Nc2ccccn2)cc1	0.0%	-1.7%	-4.1%	0.2%	8.0%	5.4%	i	-6.9%	0.2%
Clc1nc(Cl)c2ncn(-c3ccccc3)c2n1	-20.3%	-8.9%	?	?	1.5%	-2.6%	?	-70.2%	?
O=C(NCCc1ccc(Cl)cc1)c1cc(-c2ccccc2)n[nH]1	-0.4%	1.4%	-29.2%	.	.	-0.4%	i	-35.2%	7.0%
CSc1ccccc1NC(=O)C1=COCCO1	-13.1%	-3.8%	6.3%	4.7%	1.9%	-10.8%	i	-5.8%	-0.4%
CSCCC(NS(=O)(=O)c1ccc(C)cc1)C(=O)N1CCN(C(c2ccccc2)c2ccccc2)CC1 (stereo not drawn)	?	-12.8%	-13.3%	0.2%	-6.2%	?	?	-20.2%	0.0%
CCOC(=O)Cc1csc(NC(=O)C(NC(=O)C2CCCCC2)C(C)C)n1 (stereo not drawn)	7.5%	-1.9%	-7.3%	0.8%	2.8%	-15.8%	i	-35.7%	-0.7%
CCn1c(N)c(C(=O)Nc2ccccc2C(=O)OC)sc1=S	2.5%	2.0%	10.1%	10.8%	2.3%	19.9%	i	-0.5%	9.8%
O=C(Cc1ccccc1[N+](=O)[O-])Nc1nccs1	?	-3.1%	8.8%	1.6%	-0.7%	6.6%	i	-14.1%	3.0%
CCc1nnc(NC(=O)CCC(=O)N2CCC(Cc3ccccc3)CC2)s1	-12.5%	4.9%	-13.1%	-0.6%	-6.6%	-15.2%	i	-20.2%	-0.1%
Cc1cc(=O)[nH]c(SCC(=O)N2CCCc3ccccc32)n1	?	-1.7%	1.4%	-3.4%	5.2%	6.9%	i	-30.3%	-0.4%
O=c1cc(-c2ccc([N+](=O)[O-])cc2)c2cc3c(cc2[nH]1)OCCO3	-3.4%	1.2%	-48.9%	?	23.7%	5.0%	?	-47.8%	0.6%
CCCCOCCCNC(=O)C[C@@H]1C[C@@]2(C(=O)OC)CCCCC=C2N(Cc2ccco2)C1=O	.	.	-9.6%	.	3.4%	.	i	.	-0.2%
Cc1cccc(NC(=O)CN2C(=O)C(c3ccc(F)cc3)=NC23CCCCCC3)c1C	.	-16.9%	.	.	.	23.1µM*	.	-19.5%	1.9%
COc1ccc(OCC(=O)NNC(=O)c2ccccc2OCc2c(C)noc2C)cc1	-1.4%	1.6%	-9.1%	0.1%	-5.3%	9.2%	i	-7.0%	1.7%
COc1ccc(Nc2nc3cc(-c4ccsc4)sc3c(=O)n2C)cc1OC	-29.4%	.	-12.4%	.	0.4%	.	i	-55.0%	14.1%
CC(=O)N1CCN(S(=O)(=O)c2cccc(C(=O)Nc3ccc(C)cn3)c2)CC1	-0.6%	-0.3%	42.2%[activator]	0.2%	13.0%	-0.2%	i	-40.1%	3.2%
C=C1CC2C3CC[C@@]4(OCOC45COCO5)[C@@]3(C)C(O)CC2[C@@]2(C)CCC(=O)C=C12 (stereo partly drawn)	0.0%	-8.8%	-13.1%	5.17µM*	-1.9%	?	i	-6.3%	?
NC(=O)N/N=C/c1ccc(N2CCOCC2)s1	-1.5%	1.7%	-5.9%	4.6%	-10.5%	?	i	3.3%	2.8%
CSc1nc(C)c(CCOCc2ccccc2)c(=O)[nH]1	2.3%	-4.1%	14.4%	-1.5%	3.3%	-1.7%	i	1.6%	0.2%
FC(F)(F)c1ccc(-c2nnc(-c3ccccn3)c(-c3ccccn3)n2)nc1	24.2%	0.4%	-24.9%	-4.3%	2.5%	-3.2%	i	1.8%	0.4%

Filtered by structure, the compounds so far with a halogen.
SMILES	TGFb inhibitor	A549 tox	ATXN2 expr inh	MCF10A rereplic	EPAC2 antagonist	Nrf2 inh	ATXN viability	HepG2 tox	Nrf2 ARE act
O=C(CSc1nc2c([nH]c3ccccc32)c(=O)n1-c1ccccc1)c1ccc(Cl)cc1	-8.1%	9.3%	.	.	.	.	.	-2.2%	0.8%
Clc1nc(Cl)c2ncn(-c3ccccc3)c2n1	-20.3%	-8.9%	?	?	1.5%	-2.6%	?	-70.2%	?
O=C(NCCc1ccc(Cl)cc1)c1cc(-c2ccccc2)n[nH]1	-0.4%	1.4%	-29.2%	.	.	-0.4%	i	-35.2%	7.0%
Cc1cccc(NC(=O)CN2C(=O)C(c3ccc(F)cc3)=NC23CCCCCC3)c1C	.	-16.9%	.	.	.	23.1µM*	.	-19.5%	1.9%
FC(F)(F)c1ccc(-c2nnc(-c3ccccn3)c(-c3ccccn3)n2)nc1	24.2%	0.4%	-24.9%	-4.3%	2.5%	-3.2%	i	1.8%	0.4%

(more compounds)
SMILES	TGFb inhibitor	A549 tox	ATXN2 expr inh	MCF10A rereplic	EPAC2 antagonist	Nrf2 inh	ATXN viability	HepG2 tox	Nrf2 ARE act
O=c1c2ccccc2cnn1Cc1ccc(Cl)c(Cl)c1	-0.7%	9.0%	-16.2%	1.5%	-22.5%	5.8%	i	-21.8%	2.1%
O=S(=O)(NCCn1cccc1)c1ccc2ccccc2c1	-2.2%	9.7%	-2.4%	6.4%	-0.1%	-7.5%	i	-16.3%	-0.5%
CC12CCC(=O)C=C1CCC1C2C(=O)CC2(C)C1CCC2(O)C(=O)CO (stereo not drawn)	30.0%	0.9%	-6.2%	-3.3%	15.4%	5.7%	i	5.2%	0.2%
CCCN1CCN(CCCNC(=O)c2cnn(-c3ccc(C)cc3)c2-n2cccc2)CC1	?	5.7%	.	.	.	?	.	-26.8%	0.3%
Cc1ccc(NC(=O)C(OC(=O)c2ccc(NC(N)=O)cc2)c2ccccc2)cc1Cl (stereo not drawn)	?	-2.5%	26.2%	?	-11.7%	?	i	12.6µM*	0.3%
CCOC(=O)C1=CN(Cc2cccc(F)c2)S(=O)(=O)NC1c1ccc(Br)cc1F (stereo not drawn)	?	-29.2%	-17.2%	?	-22.7%	?	i	-14.5%	0.6%
Cc1cccc(C(=O)OCN2C(=O)c3ccccc3C2=O)c1[N+](=O)[O-]	-22.5%	0.8%	1.0%	-1.5%	-6.2%	-4.1%	i	-36.5%	-0.4%
COc1ccc(NC(=O)CC2C(=O)N(C)C(=S)N2CCc2ccccc2)cc1 (stereo not drawn)	-22.3%	-2.7%	-12.9%	?	-14.7%	?	i	-23.4%	8.6%
CNC(=O)C1Cc2c(-c3ccccc3Oc3ccccc3)ccnc2O1 (stereo not drawn)	3.2%	.	-3.5%	.	-14.7%	.	i	-11.8%	0.3%[9.22 µM]
COCCN(Cc1cc2cc3c(cc2nc1Cl)OCO3)C(=O)Nc1ccc(F)cc1	-4.0%	-4.9%	-20.5%	-6.1%	-1.6%	13µM*	i	-21.7%	-0.4%
Cc1ccc(NC(=O)C2CCN(c3nc4ccccc4[nH]3)CC2)cc1Cl	-11.0%	-8.1%	.	.	.	.	.	-36.2%	9.2%
CCOC(=O)c1c(OCC)[nH]c2ccc(O)cc12	1.6%	-2.4%	-10.3%	7.2%	-0.6%	-9.9%	i	-9.4%	3.4%
COCc1nnc(NS(=O)(=O)c2ccc(NC(C)=O)cc2)s1	-0.5%	1.6%	0.0%	-1.3%	7.9%	13.2%	i	7.7%	-0.7%
COc1ccc(N2CCN(C(=O)COC(=O)COc3ccc(C#N)cc3)CC2)cc1	-8.2%	-8.8%	7.0%	-2.2%	0.1%	12.2%	i	4.3%	0.1%
CCCn1nc(C(=O)Nc2ccc3nc(C)sc3c2)c2ccccc2c1=O	2.5%	5.8%	.	21.4%	-1.0%	-27.4%	i	-7.7%	-0.3%
Cn1ccc2c(-c3ccc(F)cc3F)cc3c(c21)C1CCC3C1 (stereo not drawn)	?	.	1.7%	.	-12.5%	.	i	-21.1%	0.5%
CN(CC(=O)Nc1ccc(Cl)c(C(F)(F)F)c1)C(=O)CCc1nc2ccccc2c(=O)[nH]1	8.4%	-9.3%	?	10.1%	25.0%	-19.7%	?	12.9%	1.6%
C[C@@H]1CN([C@H](C)CO)C(=O)c2cc(NC(=O)C3CCCCC3)ccc2O[C@@H]1CN(C)Cc1ccncc1	18.0%	4.5%	8.0%	-18.6%	-4.5%	-4.8%	i	-3.5%	-1.3%
Cc1ccccc1OC(C)C(=O)Nc1ccc(S(=O)(=O)Nc2nccs2)cc1 (stereo not drawn)	-29.0%	-2.8%	0.1%	?	?	?	i	11.1%	3.3%

Screening results from PubChem BioAssay.
